IMPase Li inh: IMPase inhibition in cells with lithium potentiation; AID 1457; 210,000 tested, 0.35% active; Potency, µM (highest dose often 59.4 µM), inactives show top-dose activity, negative = IMPase inhibition, hits mostly inhibitors; CHO-M1 cells, IP1 TR-FRET (IP-One), carbachol + lithium;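 note: IP1 builds up when IMPase is blocked and the TR-FRET signal falls; potency is the fitted concentration of half-maximal effect; plate controls were basal vehicle for no effect and high inhibitor control for full effect; nearly all actives have a fitted effect of over 50% in size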
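CHO-M1, 2000 cells/well, 16–30 h culture; cpd + low Li+, 30 min 37C; lysis with d2-IP1/Eu-anti-IP1 Ab, 10 min RT; TR-FRET 665/620 ratio and 620 channel; AC50 via Hill.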
CBFb RUNX1 block: CBF-beta/RUNX1 interaction disruption | Q01196+Q13951 | AlphaScreen CBFb-His/RUNX1-biotin binding, biochemical | Potency, µM (titrated, usually from 59.8 µM), for inactives: at the top dose activity, negative = inhibition, actives largely listed as inhibitors | 230,000 tested, under 10 active | AID 1477; note: % of control where 0% means no effect
Target sequence (Q01196 whole entry, looked up): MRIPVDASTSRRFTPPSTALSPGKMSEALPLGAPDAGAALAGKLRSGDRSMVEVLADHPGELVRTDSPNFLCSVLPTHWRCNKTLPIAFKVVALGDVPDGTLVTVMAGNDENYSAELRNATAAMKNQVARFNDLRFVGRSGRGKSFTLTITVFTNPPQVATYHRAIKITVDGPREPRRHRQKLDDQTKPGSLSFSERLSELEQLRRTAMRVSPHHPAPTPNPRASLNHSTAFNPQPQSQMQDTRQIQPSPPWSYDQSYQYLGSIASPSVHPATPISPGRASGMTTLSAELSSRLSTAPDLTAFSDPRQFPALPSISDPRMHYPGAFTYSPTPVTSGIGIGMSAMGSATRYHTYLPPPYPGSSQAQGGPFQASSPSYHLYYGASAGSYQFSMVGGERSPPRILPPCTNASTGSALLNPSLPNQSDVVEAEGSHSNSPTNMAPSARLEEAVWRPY
Target sequence (Q13951 whole entry, looked up): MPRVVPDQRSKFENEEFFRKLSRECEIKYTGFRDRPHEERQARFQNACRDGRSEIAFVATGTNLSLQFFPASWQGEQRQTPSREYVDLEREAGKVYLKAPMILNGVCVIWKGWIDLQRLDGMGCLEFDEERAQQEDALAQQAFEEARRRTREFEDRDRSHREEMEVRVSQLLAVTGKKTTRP
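Room-temperature protein-protein interaction test with 30 nM each of His-tagged CBF-beta and biotinylated RUNX1, 15 min with compound, then 90 min with nickel plus streptavidin beads. Signal read in AlphaScreen mode.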
Luc counter: Kinase-Glo luciferase inhibition (counter-screen) | Q27757 | Kinase-Glo luciferase, ATP luminescence, 8 min | Potency, µM (highest dose often 38.3 µM), for the others: at the highest dose activity change, negative = inhibition, most hits filed as inhibitors | 200,000 tested, 0.28% active | AID 1379; note: potency is the fitted concentration of half-maximal effect; % is set by controls: 0 for no effect and ±100 for the full control effect; nearly all actives have a fitted effect of over 60% in size
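Compounds were added to a substrate mix at pH 7.2 (50 mM imidazole, 10 uM ATP, within the enzyme's linear range), followed by Kinase-Glo detection reagent; luminescence was measured after 8 minutes at ambient temperature.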
Epigenetic derep: epigenetic control regulation, reporter derepression | murine LDR cells, GFP reporter derepression, 30 h | Potency, µM (series often up to 53.9 µM), for inactives: at the top dose GFP activation, actives largely listed as activators | 280,000 tested, 0.2% active; note: potency is the fitted concentration of half-maximal effect; % of control where 0% means no effect; nearly all actives have a fitted effect of over 60% in size
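GFP-positive cell count by laser-scanning cytometry (objects 20–120 um) after 30 h, 37 C compound exposure of murine LDR cells; reporter is CMV-GFP integrated at a silenced locus, inducible by HDAC or DNMT inhibitors.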
NPSR antagonist: blocks cAMP signaling of the human neuropeptide S receptor. 220,000 tested, 1% active. AID 1461. Q6W5P4. Potency, µM (doses to about 38.3 µM), for inactives: at the highest dose activity change, negative = inhibition, actives largely listed as inhibitors. CHO-NPSR cells, cAMP TR-FRET, antagonist mode; note: potency is the fitted concentration of half-maximal effect; % is set by controls: 0 for no effect and ±100 for the full control effect; nearly all actives have a fitted effect of over 50% in size; many of its hits are not listed in these tables
Target sequence (Q6W5P4 whole entry, looked up): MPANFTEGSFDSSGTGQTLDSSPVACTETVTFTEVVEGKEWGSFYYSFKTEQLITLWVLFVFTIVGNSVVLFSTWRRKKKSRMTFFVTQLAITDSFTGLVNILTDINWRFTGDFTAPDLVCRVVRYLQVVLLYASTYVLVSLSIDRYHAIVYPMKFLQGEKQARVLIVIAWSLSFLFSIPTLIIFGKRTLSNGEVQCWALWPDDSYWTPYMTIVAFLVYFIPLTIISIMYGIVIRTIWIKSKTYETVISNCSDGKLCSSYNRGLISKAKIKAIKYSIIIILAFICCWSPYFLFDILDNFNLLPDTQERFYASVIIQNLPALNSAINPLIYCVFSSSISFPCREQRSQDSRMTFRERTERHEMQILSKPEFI
HTT aggregate: inhibitors of mutant huntingtin aggregate formation in PC12 cells | PC12 HttQ103-GFP aggregates, Acumen cytometry, 40 h | Potency, µM (titrated, usually from 46.1 µM), for the others: at the top dose activity change, negative = inhibition, actives largely listed as inhibitors | 220,000 tested, 1.1% active | AID 1688; note: potency is the fitted concentration of half-maximal effect; % is set by controls: 0 for no effect and ±100 for the full control effect; nearly all actives have a fitted effect of over 60% in size
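PC12 cells stably carrying ecdysone-inducible HTT exon 1 Q103–GFP were induced with tebufenozide (100 nM final) and treated with library compounds in titration. GFP aggregates in lysates were counted by laser scanning cytometry.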
LMNA splice mod: modulators of lamin A splicing; HeLa LMNA splicing GFP/RFP minigene ratio, 48 h; 200,000 tested, 0.01% active; Potency, µM (top dose mostly 46.1 µM), for the others: at the highest dose ratio change, negative = inhibition, usual class: inhibitors; active = well fitted inhibition curve with a large enough effect in the signal ratio, with a control signal flat, not every such curve was filed as active; inconclusive = small, poorly fitted or top-dose-only effect, or effect the other way, or a change in a side signal; the % refers to the signal ratio; note: potency is the fitted concentration of half-maximal effect; % is set by controls: 0 for no effect and ±100 for the full control effect
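S3 HeLa cells stably expressing lamin A-EGFP splicing minigene plus DsRed2, 600 cells/well, 48 h compound exposure at 37C. Laser-scanning cytometry; analysed as GFP (500-530 nm)/RFP (575-640 nm) total intensity ratio; 0.5% DMSO vehicle.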
The depositor's hits bear a star; ? = inconclusive; . = no result given; & = joins results of further samples; [ ] = dose if it differs, or a comment. Unless noted, calls come from the whole dose curve; as a rule, active = well fitted curve in the direction sought with a large enough effect; inconclusive = small, poorly fitted or top-dose-only effect, or another doubt; inactive = no such curve, though single readings can be large; an effect the other way counts as inactive or inconclusive. Not all compounds are listed; rates above refer to the full screens.

SMILES	IMPase Li inh	CBFb RUNX1 block	Luc counter	Epigenetic derep	NPSR antagonist	HTT aggregate	LMNA splice mod
CCC(=O)N1CCc2cc(Br)cc(S(=O)(=O)C3(C(=O)OC)CC3)c21	13%[38.3 µM]	2%	-5%	14%	-8%[46.1 µM]	6%	5%
O=C1c2cccc3cc([N+](=O)[O-])cc(c23)C(=O)N1c1ccccc1O	2%	-11%	-2%	4.1%	-21%	11%[9.22 µM]	.
COC(=O)C(C(=O)Nc1ccc(OC)cc1)C1CCCCCC1 (stereo not drawn)	28%[38.3 µM]	3%	-1%	-2.1%	-11%[46.1 µM]	-4%	-19%
O=C(C(Cl)Cl)N1CCN(c2ccccn2)CC1	-9%	2%	-5%	-1.3%	12%	9%	-2%
COC(=O)C(CC(C)C)NC(=O)/C=C/c1ccccc1Cl (stereo not drawn)	6%	-8%	-4%	0.6%	-6%	-3%	3%
O=C1CC(N2CCC(O)(c3ccc(Br)cc3)CC2)C(=O)N1c1ccc(Cl)cc1 (stereo not drawn)	4%	-9%	0%	-1.3%	-3%	-6%	9%
CN(c1nc2ccccc2n2c(-c3ccco3)nnc12)S(=O)(=O)c1ccccc1	7.9µM*	0%	-4%	-0.9%	?	4%	0%
COCCn1c(N)c(C(=O)NCc2cccs2)c2nc3ccccc3nc21	-5%[38.3 µM]	?	-1%	0.9%	-18%[46.1 µM]	?	6%
CCOC(=O)CC(=O)N/N=C/c1c(N)n(C)c(=O)n(C)c1=O	4%	2%	1%	-0.1%	35%	-5%	.
CC(C)C(=O)NS(=O)(=O)c1ccc(N)cc1	15%[38.3 µM]	3%	-3%	-1.9%	5%[46.1 µM]	19%	2%
CC(C(=O)N1CCOCC1)N1C(=O)c2cccc3cccc(c23)C1=O (stereo not drawn)	-1%	5%	3%	-0.2%	6%	3%[9.22 µM]	4%[46 µM]
COc1cccc(/C=N/Nc2ccc(S(=O)(=O)O)cc2)c1O	16%[38.3 µM]	-9%	?	-2.1%	-4%[46.1 µM]	0%	3%
Cc1ccc(OC(=O)c2ccc(N3CCOCC3)c([N+](=O)[O-])c2)cc1	-7%[38.3 µM]	-27%	-4%	2.9%	-18%[46.1 µM]	4%	0%
COc1ccccc1Oc1c(C)oc2c(CN3CCN(CCO)CC3)c(O)ccc2c1=O	-16%[38.3 µM]	-2%	-5%	-0.1%	-3%[46.1 µM]	5%	?
CCCCn1c(SCC(=O)Nc2nnc(C)s2)nc2c1c(=O)n(C)c(=O)n2C	-1%[38.3 µM]	-1%	-4%	3.7%	?	15%	5%
CC(C)C(c1nnnn1C1CCCCC1)N1CCN(c2ncccn2)CC1 (stereo not drawn)	-1%[38.3 µM]	2%	1%	-1.0%	-25%[46.1 µM]	-16%	-1%
O=C(CSc1nc(-c2cccs2)cc(C(F)(F)F)n1)NCc1ccco1	-24%[38.3 µM]	1%	1%	-1.6%	-23%[46.1 µM]	14%	1%
O=C(CN1CCOCC1)Nc1ccc(NC(=O)CN2CCOCC2)c(Cl)c1	-23%[38.3 µM]	-12%	14%	1.5%	?	28%	1%
CCC12CSc3nc(Cl)ccc3N1C(=O)C(=O)N2C (stereo not drawn)	.	10%	.	-1.4%	1%[7.67 µM]	-2%[9.22 µM]	.
CCC(=O)N1c2ccccc2[C@@H](N(C(C)=O)c2ccccc2)C[C@H]1C	24%[38.3 µM]	1%	2%	4.0%	-3%[46.1 µM]	?	?
COc1ccc(Br)c2oc(SC)cc(=O)c12	10%&0%	-20%[89.1 µM]	-1%[1.6 µM]	0.2%&7.5%	20%	0%	-4%
C/C(=N\NC(=O)c1nc2ccccn2c1C)c1ccco1	0%	11%	-7%	1.5%	-18%	14%	.
CC(=O)NC(=C(Cl)Cl)S(=O)(=O)c1ccccc1	-1%	17%	0%	-0.7%	5%	?	6%[9.22 µM]
COc1ccc(-n2c(=O)c3ccccc3c3ccccc3c2=O)c(OC)c1	12%	-8%	1%	-1.0%	1%	?	?
Cc1cc(NC(=O)CCC(=O)N(Cc2ccco2)C2(C(=O)NC3CCCCC3)CCN(C)CC2)no1	3%[38.3 µM]	1%	9%	0.0%	-6%[46.1 µM]	-1%	5%
SMILES	IMPase Li inh	CBFb RUNX1 block	Luc counter	Epigenetic derep	NPSR antagonist	HTT aggregate	LMNA splice mod
O=C(NC1CCCC1)C(c1ccccc1F)N(C(=O)Cc1cccs1)c1ccc2c(c1)OCCO2 (stereo not drawn)	0%	-8%	-5%	4.7%	-24%	-5%	?
C/C(=N\Nc1ccc(S(N)(=O)=O)cc1[N+](=O)[O-])c1ccc2c(c1)OCO2	11%	-22%	0%	?	-2%	16%	-2%[46 µM]
N#C/C(=C\c1ccc(O)c(Br)c1)C(=O)NCc1ccccc1	1%	8%	6%	-1.7%	-19%	27%[9.22 µM]	.
CCOC(=O)C1=C(C)N=C2SC(C)C(=O)N2C1c1cccc(F)c1 (stereo not drawn)	4%[38.3 µM]	2%	-7%	-1.6%	-19%[46.1 µM]	5%	7%
O=C(Nc1nc2ccccc2[nH]1)c1ccccc1[N+](=O)[O-]	15%	10%	1%	3.4%	2%	-4%	7%[46 µM]
COC(CNC(=O)c1ccc2c(c1)ncn2-c1cccc(F)c1)OC	0%	6%	2%	0.9%	12%	-12%	.
Cc1ccc(-n2ncc3c(=O)n(-c4ccc(C)c(C)c4)c(-c4ccco4)nc32)cc1	19%[38.3 µM]	1%	-4%	2.2%	?	-15%	?
Cc1cc(C)c(S(=O)(=O)Nc2ccc(OCC(=O)O)cc2)c(C)c1	-17%[38.3 µM]	-3%	2%	4.2%	-12%[46.1 µM]	1%	6%
CCc1nnc(NC(=O)CSc2nnc3c4ccccc4n(C)c3n2)s1	-23%[38.3 µM]	2%	-4%	-1.3%	-8%[46.1 µM]	-12%	5%
COCCCNC(=O)Cn1cc(C(=O)c2cccs2)c2ccccc21	-3%	5%	-1%	0.0%	4%[46.1 µM]	-1%	-11%
O=C(O)c1cc(/C=C/c2ccc(N3CCOCC3)c([N+](=O)[O-])c2)nc2ccccc12	.	14%	.	-1.1%	-9%	-4%[9.22 µM]	.
CCN(CC)S(=O)(=O)c1ccc(-c2nnc(SCc3nnc(-c4ccc(C)cc4)o3)o2)cc1	.	3%	.	2.9%	-19%[46.1 µM]	-11%	7%
CSc1nsc(SC)c1NC(=O)Nc1ccccn1	-4%[38.3 µM]	-6%	0%	0.0%	-19%[46.1 µM]	-15%	3%
C=CCN(C1CCCCC1)S(=O)(=O)c1ccc2c(c1)oc(=O)n2C	22%[38.3 µM]	3%	-2%	0.0%	3%[46.1 µM]	-4%	-2%
O=C(NCC(=O)N1CCN(S(=O)(=O)c2cccs2)CC1)c1ccc(Cl)cc1	10%	-6%	-2%	-3.9%	0%	-2%[9.22 µM]	.
O=C1CN(C(=O)CSc2nncs2)c2ccccc2N1	7%	7%	-2%	-0.3%	6%	15%	-2%[46 µM]
Cc1ccc([N+](=O)[O-])cc1NC(=O)CCc1ccccc1	9%	24%	-1%	3.9%	3%	-16%	?
CCc1cccc2c(C(=O)COC(=O)c3c(C)noc3C)c[nH]c12	5%[38.3 µM]	2%	-1%	0.0%	?	-9%	1%
CN(C1CCCCC1)S(=O)(=O)c1ccccc1	21%[38.3 µM]	12%	3%	3.6%	-13%[46.1 µM]	-22%	10%
C/C(=C\CCC1(C)C2CC3C(C2)C31C)C(=O)O (stereo not drawn)	.	9%	.	0.0%	-11%	11%[9.22 µM]	.
OC(Cn1cccn1)c1ccccc1 (stereo not drawn)	-5%[38.3 µM]	?	-4%	0.0%	-6%[46.1 µM]	1%	-3%
Cc1ccc(S(=O)(=O)N2CCN(C(=O)COC(=O)c3cc(C)oc3C)CC2)cc1	5%[38.3 µM]	0%	-7%	-0.7%	-13%[46.1 µM]	-2%	4%
Clc1ccccc1-c1cc(NCc2cccnc2)ncn1	-2%	.	3%	4.7%	.	.	7%
Brc1ccc2c(c1)C(c1cccs1)=NNC(c1cccnc1)=N2	17%[38.3 µM]	-1%	-3%	-1.1%	-12%[46.1 µM]	-5%	12%
O=C(N/N=C/c1ccco1)C1(O)c2ccccc2-c2ccccc21	.	12%	.	-0.1%	9%	-12%[9.22 µM]	.

Of the compounds above, four contain fluorine:
SMILES	IMPase Li inh	CBFb RUNX1 block	Luc counter	Epigenetic derep	NPSR antagonist	HTT aggregate	LMNA splice mod
O=C(CSc1nc(-c2cccs2)cc(C(F)(F)F)n1)NCc1ccco1	-24%[38.3 µM]	1%	1%	-1.6%	-23%[46.1 µM]	14%	1%
O=C(NC1CCCC1)C(c1ccccc1F)N(C(=O)Cc1cccs1)c1ccc2c(c1)OCCO2 (stereo not drawn)	0%	-8%	-5%	4.7%	-24%	-5%	?
CCOC(=O)C1=C(C)N=C2SC(C)C(=O)N2C1c1cccc(F)c1 (stereo not drawn)	4%[38.3 µM]	2%	-7%	-1.6%	-19%[46.1 µM]	5%	7%
COC(CNC(=O)c1ccc2c(c1)ncn2-c1cccc(F)c1)OC	0%	6%	2%	0.9%	12%	-12%	.

More compounds follow:
SMILES	IMPase Li inh	CBFb RUNX1 block	Luc counter	Epigenetic derep	NPSR antagonist	HTT aggregate	LMNA splice mod
COc1ccccc1N1CCN(CCn2c(=O)c3c(c4ccccc4n3C)n(C)c2=O)CC1	-1%&23%	21%&11%	.	0.8%&0.8%	.	.	.
O=C(NC(c1ccccc1)c1ccccc1)C1CCCO1 (stereo not drawn)	-14%	-6%	0%	0.5%	6%	-5%	.
CC(C)Oc1ccc(CNC(=S)N/N=C/c2cccnc2)cc1	3%[38.3 µM]	-3%	-1%	-0.1%	-28%[46.1 µM]	-20%	?
CCc1cc(Br)ccc1NC(=O)C1CCCO1 (stereo not drawn)	10%[38.3 µM]	8%	-5%	0.7%	-17%[46.1 µM]	-4%	9%
COc1ccc(-n2c(COc3cccc4ccccc34)nnc2SC(C)C(=O)O)cc1 (stereo not drawn)	-1%	-1%	1%	0.0%	0%	2%[9.22 µM]	.
CCOC(=O)c1ccccc1NS(=O)(=O)c1ccc(S(=O)(=O)N2CCCC2)cc1	43%[activator][38.3 µM]	16%	-5%	0.0%	-6%[46.1 µM]	-26%	?
CCN(C(=O)COC(=O)c1ccccc1NC(=O)c1ccco1)C1CCS(=O)(=O)C1 (stereo not drawn)	4%	-4%	-1%	-1.6%	-9%	-7%	.
COC1=C/C(=C/c2c(N)n3nc(-c4ccc(C)cc4)sc3nc2=O)C=CC1=O	-10%	8%	-1%	?	33%	11%[9.22 µM]	.
Cc1cc(C)n(-c2ccc(C(=O)Nc3ccc(C)c(S(=O)(=O)N4CCOCC4)c3)cc2)n1	.	11%	.	-3.0%	-14%	?	.
